HCMV antiviral: blocks human cytomegalovirus replication | HFF cells, HCMV-luciferase reporter, 72 h; active compounds read low | activity change, negative = inhibition, % at 57.5 µM | 4.5% of 410,000 active | AID 1259415; in the data active = activity change below about -60%; inconclusive = no clear call, values can overlap the other calls; inactive = above about -39%
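Two compound doses tested in HFFs infected with HCMV-luciferase, MOI 1 PFU/cell, 72 h at 37C. Lysate luminescence read with OneGlo; data normalized against buffer-only and 10uM Salinomycin inhibitor controls.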
AmpC no deterg: inhibitors of E. coli AmpC beta-lactamase without detergent | AmpC nitrocefin hydrolysis, absorbance 480 nm, 0.0001% Triton | Potency, µM (series often up to 57.1 µM), without a hit: top-dose activity change, negative = inhibition, usual class: inhibitors | 0.52% of 330,000 active;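 also: potency is read from the fitted curve at half-maximal effect; plate controls were no compound for no effect and no enzyme for full effect; nearly all actives have a fitted effect of over 20% in size; some results filed as inactive show a strong effect at the top dose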
Target sequence (P00811 whole entry, looked up): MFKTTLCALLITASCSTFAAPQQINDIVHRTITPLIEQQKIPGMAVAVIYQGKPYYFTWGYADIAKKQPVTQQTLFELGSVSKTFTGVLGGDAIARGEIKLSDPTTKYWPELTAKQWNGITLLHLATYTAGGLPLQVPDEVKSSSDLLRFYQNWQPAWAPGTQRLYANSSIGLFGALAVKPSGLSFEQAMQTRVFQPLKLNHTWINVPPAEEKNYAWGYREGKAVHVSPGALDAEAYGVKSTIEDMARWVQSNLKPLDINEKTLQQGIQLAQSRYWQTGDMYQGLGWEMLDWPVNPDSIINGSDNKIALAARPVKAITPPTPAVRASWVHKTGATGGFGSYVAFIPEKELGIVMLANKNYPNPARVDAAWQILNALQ
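20 mM phosphate pH 7.0 + 0.01% (detergent screen) or 0.0001% Triton X-100; 5.3 nM AmpC reagent; cpd preinc 15 min RT; nitrocefin (800 uM stock) to start; A480 q20 s × 4 min; Activity was normalised to no-enzyme and no-compound control wells.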
Giardia FBPA inh: Giardia lamblia aldolase inhibition; A8B2U2; purified Giardia FBPA; Potency, µM (top dose mostly 59.6 µM), without a hit: at the highest dose activity, negative = inhibition, actives largely listed as inhibitors; 0.71% of 290,000 active; also: potency is read from the fitted curve at half-maximal effect; nearly all actives have a fitted effect of over 55% in size
Target sequence (A8B2U2 whole entry, looked up): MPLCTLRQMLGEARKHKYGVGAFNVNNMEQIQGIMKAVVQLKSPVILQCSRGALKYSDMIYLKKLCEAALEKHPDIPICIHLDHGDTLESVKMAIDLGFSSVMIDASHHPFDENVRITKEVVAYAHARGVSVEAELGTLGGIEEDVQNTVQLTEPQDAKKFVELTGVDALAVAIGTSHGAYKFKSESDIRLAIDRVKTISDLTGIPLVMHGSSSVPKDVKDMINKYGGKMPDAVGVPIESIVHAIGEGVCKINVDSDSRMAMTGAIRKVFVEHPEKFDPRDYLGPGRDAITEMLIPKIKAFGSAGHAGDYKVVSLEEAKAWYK
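40 nM FBPA preincubated 10 min at RT with compound (up to 57.5 uM final), then substrate plus GAPDH/TPI/NAD/arsenate coupling and diaphorase/resazurin added. Fluorescence read after 20 min at RT, 525/598 nm.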
HCV inhibitor: HCV inhibition; Huh7.5.1 HCVcc-Cre infection, luciferase reporter, 44 h; Potency, µM (doses to about 41.8 µM), for inactives: at the highest dose activity change, negative = inhibition, hits mostly inhibitors; 3.4% of 340,000 active; AID 651820; also: potency is read from the fitted curve at half-maximal effect
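1,000 cells/well; 4 h culture; + compound; + HCVcc-Cre (~0.5 moi); 44 h; luciferase substrate, RT 15 min; read 15 sec.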
AmpC detergent: AmpC beta-lactamase inhibition with detergent present | P00811 | AmpC hydrolysis of nitrocefin, absorbance 480 nm, 0.01% Triton | Potency, µM (highest dose often 114 µM), inactives show top-dose activity change, negative = inhibition, most hits filed as inhibitors | 0.041% of 370,000 active | AID 485294;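 also: potency is read from the fitted curve at half-maximal effect; 0% = no-compound wells and -100% = no-enzyme wells; nearly all actives have a fitted effect of over 25% in size; some results filed as inactive show a strong effect at the top dose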
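AmpC (5.3 nM in the dispensed reagent) in 20 mM phosphate pH 7.0 with 0.01% (detergent screen) or 0.0001% Triton X-100 was preincubated with compounds for 15 min at room temperature. Nitrocefin was then added from an 800 uM solution, and hydrolysis was followed at 480 nm.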
Sm TGR block: S. mansoni TGR enzyme inhibition. purified TGR, DTNB reduction, TNB absorbance 405 nm. 3% of 360,000 active. Potency, µM (series often up to 114 µM), without a hit: at the highest dose activity change, negative = inhibition, usual class: inhibitors. Q962Y6. AID 485364; also: potency is read from the fitted curve at half-maximal effect; nearly all actives have a fitted effect of over 60% in size
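Kinetic colorimetric format: TGR-catalysed, NADPH-driven DTNB reduction monitored via TNB absorbance. Enzyme dispensed at 20 nM; compound exposure 15 min at room temperature before reaction start.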
The depositor's hits bear a star; ? = inconclusive; nt = not tested or not shown; [ ] = dose if it differs, or a comment. Unless noted, calls follow the shape of the dose curve; as a rule, active = well fitted curve in the direction sought with a large enough effect; inconclusive = small, poorly fitted or top-dose-only effect, or another doubt; inactive = no such curve, though single readings can be large; an effect the other way counts as inactive or inconclusive. Unless noted, % is scaled to controls: 0 for no effect and ±100 for the full control effect.

Below each compound: AmpC detergent | AmpC no deterg | HCV inhibitor | Giardia FBPA inh | Sm TGR block | HCMV antiviral
- CCOc1ccccc1NC(=O)C1CCN(S(=O)(=O)c2cc(Br)cc3c2N(C(C)=O)CC3)CC1
    5% | nt | nt | nt | -2% | 2
- O=C(NCCc1ccccc1)C1CCCN(c2ncnc3c2nc2n3CCCCC2)C1 (configuration not stated)
    -1% | 124%[activator] | -9% | 0% | 8% | -33
- CCOC(=O)c1cc(NC(=O)N(CC)CC)c(C)nc1C
    -11% | -5% | 10% | -1% | 2% | 4
- CCc1ccc(CCC(=O)Nc2nnc(C)s2)o1
    -2% | -2% | 4% | 19% | ? | 19
- COCCCNC(=S)NNC(=O)c1ccccn1
    0% | -20% | ? | 8% | -1% | -8
- CCCc1cc(C(=O)Nc2cnn(Cc3ccc(F)cc3)c2)no1
    -4% | -29% | -19% | -6% | -1% | -1
- O=C(NCC1CCCO1)C(c1cccs1)N(Cc1ccccc1)C(=O)c1ccc(-c2ccccc2)[nH]1 (configuration not stated)
    -11% | 109%[activator] | 11% | -13% | -6% | -35
- CCc1cccc(C)c1NC(=O)CSc1nc2ccccc2nc1Cc1ccccc1
    17% | nt | nt | nt | 3% | -68*
- O=C(NNC(=O)c1ccccc1OCc1ccccc1)c1ccccc1F
    -5% | -5% | -26% | -11% | -3% | 132
- COc1ccc(C(=O)Nc2cc3c(cc2N2CCCC2)n(C)c(=O)c(=O)n3C)cc1OC
    16% | nt | nt | nt | -26% | -6
- CCCCn1nnnc1SCC(=O)NCc1ccco1
    2% | nt | 9% | -9% | 40µM* | 5
- FC(F)(F)c1ccc(N2CCN(Cc3ccc4c(c3)OCO4)CC2)nc1
    -7% | 3% | -14% | -5% | -15% | -64*
- CCOC(=O)CSc1nnc(-c2ccccc2)o1
    ? | -16% | 12% | -1% | -26% | -2
- Cc1nnc(SCc2nnc(-c3ccc(Cl)cc3)o2)n1-c1ccccc1
    -2% | 27% | 1% | 4% | 8% | 7
- COc1ccc(OC)c(C2=Nn3c(nnc3-c3ccco3)SC2)c1
    -9% | 1% | ? | -5% | -33% | 51
- CC(C)(C)NC(=S)NNC(=O)c1ccncc1
    -11% | 9% | 18% | -24% | -1% | 26
- CCn1c(=O)cc(OCC(=O)Nc2ccccc2Cl)c2ccccc21
    1% | nt | nt | nt | -1% | 17
- CCCn1c(SCC(N)=O)nc2c(c1=O)C1(CCCC1)Cc1ccccc1-2
    -6% | 10% | -14% | 6% | -1% | 4
- COc1ccccc1N1CCN(S(=O)(=O)c2ccccc2)CC1
    0% | 1% | 6% | 0% | 8% | 78
- COc1ccc(/C=C2\SC(=S)N(CCCC(=O)Nc3cc(C)on3)C2=O)cc1OC
    -8% | -23% | -14% | 9% | -9% | ?
- CCc1nnc(NS(=O)(=O)c2ccc(NC(=S)NC(=O)/C=C/c3ccc([N+](=O)[O-])cc3)cc2)s1
    0% | -39% | 12% | 2% | -7% | -3
- O=C(NN1C(=O)NC2(CCCCC2)C1=O)c1ccc(Cl)c(Cl)c1
    -8% | -7% | -1% | nt | -17% | 5
- CSc1nc(Cl)cc(N2CCOCC2)n1
    -7% | 5% | -28% | 5% | -3% | -14
- COC(=O)CCCNC(=O)c1ccc2nc(Cc3ccc(OC)cc3)oc2c1
    -10% | 13% | -14% | -1% | -9% | 34
- CCOC(=O)N1CCN(C(=O)CSc2ccc(Cl)cc2)CC1
    -14% | 15% | -3% | 9% | 0% | 32
- COc1ccc(OC)c(NC(=O)Cc2nn(C)c(=O)c3ccccc23)c1
    -2% | -27% | -29% | -1% | 0% | ?
- O=C(Nc1ccccc1-c1ccccc1)C(c1ccccc1)c1ccccc1
    ? | -57% | ? | 2% | -21% | ?
- Cc1c(C(=O)N2CCN(c3cccc(Cl)c3)CC2)cccc1[N+](=O)[O-]
    5% | 71%[activator] | 24% | 2% | nt | -2
- Cc1c(C#N)c(=O)c(-[n+]2ccccc2)c([S-])n1-c1ccc(Cl)cc1
    5% | -6% | 2% | -9% | -15% | -2
- Cc1oc(-c2cccc3ccccc23)nc1CN1CCN(c2ncnc3ccccc23)CC1
    -14% | 179%[activator] | 10µM* | -5% | nt | ?
- O=C(c1cccs1)N(C(=O)c1cccs1)c1ccccn1
    -17% | -18% | 7% | 3% | 11%[11.4 µM] | 26
- CCO[C@H]1OC(C(=O)NC2CC2)=C[C@@H](c2ccc3c(c2)OCO3)[C@@H]1CCCO
    4% | 26% | 7% | -15% | 6% | 15
- O=C(NCc1ccccn1)c1ccc(Cl)cc1Cl
    0% | -11% | 13% | 1% | 1% | 39
- Oc1c(Cl)cc(Cl)cc1/C=N/c1ncn[nH]1
    5% | -20% | 2% | ? | 20µM* | 88
- O=C(CCc1nnc(CCC2CCCCC2)o1)NCc1ccon1
    0% | 16% | 0% | 3% | 0% | -10
- O=C(c1cccc(N2C(=O)c3ccccc3C2=O)c1)N1CCCC(C(F)(F)F)C1 (configuration not stated)
    0% | 17% | 13% | nt | -8% | 23
- CCN(CC)S(=O)(=O)c1cc(C(=O)Nc2cccnc2Cl)ccc1Cl
    ? | -1% | ? | 4% | 28% | -36
- Cc1ccc(NC(=O)CSc2nnnn2-c2ccc3c(c2)OCO3)cc1C
    -9% | -45% | 16% | -1% | -1% | -29
- O=C(Nc1ccc(F)cc1)C1CCN(S(=O)(=O)c2cccs2)CC1
    8% | -21% | -6% | -3% | -2% | ?
- C=CC[C@@H](CC(=O)N[C@H](CO)Cc1ccccc1)C(=O)N[C@H](COC(=O)[C@@H](CC=C)CC(=O)OC(C)(C)C)Cc1ccccc1
    nt | 218%[activator] | ? | nt | nt | 30
- CN(CC(=O)Nc1ccccc1Cl)C(=O)c1ccccc1Sc1ccccc1C#N
    -2% | 1% | 2% | nt | 3% | -9
- CC(NS(=O)(=O)c1ccc(Br)cc1)c1ccccc1 (configuration not stated)
    4% | -8% | 18% | 10% | 2% | -6
- COc1cc(S(=O)(=O)N2CCCCC2)ccc1NC(=O)c1ccc(F)cc1
    -1% | -13% | 22% | 2% | 6% | 10
- CC(C)c1ccc(NC(=O)Cn2c(=O)n(Cc3nc(-c4ccccc4)no3)c(=O)c3cc4c(cc32)OCO4)cc1
    2% | nt | nt | nt | -1% | 27
- Cc1cc(/C=C2/NC(=O)NC2=O)c(C)n1-c1cccnc1
    -5% | -28% | 25% | -4% | -11% | -25
- COc1ccc(C2c3ccc(O)cc3Oc3ncn4nc(-c5ccncc5)nc4c32)cc1OC (configuration not stated)
    -2% | 24% | ? | -2% | -12% | 33
- O=C(CSc1n[nH]c(-c2ccccc2)n1)N1CCCC1
    4% | -22% | 9% | -12% | 1% | 46
- Cc1ccc(-c2nnc3c4ccccc4c(C)nn23)cc1NC(=O)c1ccccc1
    28% | nt | nt | nt | -15% | 38
- COc1cccc(C2CC(C(F)(F)F)n3nc(C(=O)Nc4c(C)n(C)n(-c5ccccc5)c4=O)cc3N2)c1 (configuration not stated)
    -11% | 94%[activator] | 14% | 8% | 0% | -35
- COC(=O)c1ccncc1N
    3% | 2%[2.29 µM] | 17% | 6% | 1% | -36
- CCN(CC)C(=O)Oc1ccc(Br)cc1C(=O)Nc1ccc(F)c(Cl)c1
    0% | -45% | -15% | -10% | 1% | ?
- COc1ccc(C(=O)c2ccc(CC(=O)O)s2)cc1
    6% | -16% | 7% | 18% | -3% | -16
- CC(=O)Nc1ccc(SCC(=O)N(CCC#N)c2ccc(C)cc2)cc1
    1% | 16% | 12% | 5% | -18% | -25
- COc1cc(OC)c(C2C(C(=O)O)c3ccccc3C(=O)N2C)cc1OC (configuration not stated)
    9% | -19% | 9% | ? | 8% | -20
- CCCCCC1CC(COc2ccccc2)OC1=O (configuration not stated)
    -1% | -16% | 0% | -3% | -3% | -19
- Cn1c(C(=O)N[C@@H](Cc2ccccc2)C(=O)O)cc2cc(F)ccc21
    1% | 41%[activator] | 12% | 17% | 12% | 90
- CSc1cccc(NC(=O)CN2C(=O)COc3ccc(S(=O)(=O)N4CCOCC4)cc32)c1
    -8% | -25% | -10% | -10% | 9% | 0
- COc1ccc2[nH]c(=S)[nH]c2c1
    -14% | -14% | 4% | 7.1µM* | 0% | 14
- Cc1ccsc1C(=O)OCC(=O)NC1CC1
    nt | -31% | 18% | nt | nt | 1
- CCNc1nc(NCC)nc(NC(N)=S)n1
    -8% | -15% | 5% | 1% | 6% | -9

(further entries)
Below each compound: AmpC detergent | AmpC no deterg | HCV inhibitor | Giardia FBPA inh | Sm TGR block | HCMV antiviral
- CSc1ccccc1OCc1cc(C(=O)N2CCN3CCCC3C2)no1 (configuration not stated)
    -7% | 53% | -8% | -1% | -8% | -32
- O=C(NCc1ccco1)c1ccccc1NS(=O)(=O)c1ccc2c(c1)OCCO2
    -2% | nt | ? | 27% | -34% | 7
- COc1cccc(NC(=O)NCCC2=CCCCC2)c1
    -10% | -34% | 4% | -5% | -2% | -15
- CC1CCCCN1C(=O)Cn1ncc2c3ccccc3n(Cc3ccccc3F)c2c1=O (configuration not stated)
    24% | nt | nt | nt | 6% | -26
- O=C(Cn1cnc2c(cnn2-c2ccc(Cl)cc2)c1=O)NC1CCCCC1
    ? | -7% | 12% | 3% | 3% | 9
- CCN1CCN(C(=O)N2CCOCC2)CC1
    -5% | -18% | 7% | 5% | 0% | -35
- O=C1c2cccc3cccc(c23)C(=O)N1/N=C/c1c(O)n(-c2ccccc2)c(=O)[nH]c1=O
    -4% | -40% | 8% | -30% | nt | -3
- O=C(NCCCN1CCCC1=O)C(=O)NCC1OCCCN1S(=O)(=O)c1cc(F)ccc1F (configuration not stated)
    0% | 36% | -2% | nt | -18% | ?
- COc1ccc(NS(=O)(=O)c2ccc(C(=O)N3CCN(c4ccc(F)cc4)CC3)cc2)cc1
    nt | 0% | ? | nt | nt | -31
- O=C(N/N=C/c1sc(=O)[nH]c1-[n+]1ccccc1)c1ccccc1[O-]
    -5% | -2% | -2% | ? | 5% | -26
- CCCCc1nc2cc(C(=O)NCc3cc(C)n(C)n3)ccc2o1
    -11% | 7% | -7% | 1% | 3% | 64
- COc1cccc2[nH]c3c(N4CCC(C(N)=O)CC4)ncnc3c12
    ? | -12% | 14% | -8% | 0% | 12
- Cc1cc(=O)[nH]c(SCC(=O)Nc2nc(-c3ccccc3)cs2)n1
    1% | -36% | 2% | 12% | 0% | 61
- CCOc1cc(C)c(-c2onc(C(F)(F)F)c2-c2csc(C)n2)c(O)c1
    -13% | -14% | ? | -4% | 14% | ?
- CCC(Oc1ccccc1)C(=O)Nc1nnc(S(=O)(=O)N2CCCCC2)s1 (configuration not stated)
    -7% | -39% | 17% | nt | -10% | -19
- O=C(CNCCN1CCOCC1)Nc1ccccc1Sc1ccccc1
    -7% | 8% | 19% | -28% | -2% | -30
- COCCN1Cc2cccc(C(=O)Nc3cccc(OC)c3)c2C1=O
    2% | 2% | -8% | 1% | 3% | 14
- CN(C)/C=C1/C=C(c2ccccc2)OC1=O
    ? | -10% | 9% | -8% | 32µM* | 7

Bioassay records from PubChem BioAssay.
